Assay outcomes from PubChem BioAssay.
Lipid storage S3: qHTS Assay for Lipid Storage Modulators in Drosophila S3 Cells; Drosophila S3 cells, BODIPY lipid droplet fluorescence, 18-24 h; cells fed with added oleic acid; Potency in µM for hits, for the others lipid storage change, negative = inhibition, % at the top dose, mostly 46.1 µM; 320,000 compounds, 0.64% hits; active means well fitted inhibition curve with a large enough effect in the signal ratio, with a control signal flat, not every such curve was filed as active; inconclusive means small, poorly fitted or top-dose-only effect, or effect the other way, or a change in a side signal; the % refers to the signal ratio
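Drosophila S3 cells got compounds at several concentrations plus oleic acid (400 uM solution). Laser-scanning cytometry with 488 nm excitation read lipid droplets at 500-530 nm and cells at 575-640 nm. Percent activity was relative to 20 uM Triacsin C.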
Lipid storage S3 cell count max: further read-out of Lipid storage S3, marked with its call; cell number change, %; measured here: cell count max response;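 cells counted by Cell Tracker Red CMTPX staining in the red channel; peak over a dose series mostly up to 46.1 µM; percent activity relative to internal control wells on each plate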
Numbers without * were called inactive; i = inactive; ? = inconclusive; . = no result given. On the % scale 0 is the no-effect control and ±100 the full control effect; potency means the concentration at half of the fitted maximal effect. Not all compounds are listed. The share of hits here may be higher or lower than overall.

SMILES | Lipid storage S3 | Lipid storage S3 cell count max
O=C(O)CCCN1C(=O)C2C3CC(C2C1=O)C1C(c2ccccc2)c2sc(=O)[nH]c2SC31 (stereo not drawn) | -3% | 9
Cc1cc(C)cc(NC(=O)Cn2cc3c(n2)CCCCC3)c1 | ? | .
Cc1ccc(N=CC=C2OC(C)(C)C(C)(C)O2)c(C)c1 | ? | .
COc1ccc(Cl)cc1N(CC(=O)NCC(C)C)S(=O)(=O)c1ccc(C)c([N+](=O)[O-])c1 | ? | .
C/C(=N/NC(=O)CN1CCN(S(=O)(=O)c2ccc(Br)cc2)CC1)c1ccncc1 | 14% | 1
COc1cccc(C2/C(=C(\O)c3ccc(OC)c(OC)c3)C(=O)C(=O)N2c2cc(C)on2)c1 (stereo not drawn) | 4% | 12
CSc1nsc(SCC(=O)Nc2ccc3c(c2)OCCO3)n1 | ? | .
Cc1ccnc2nc(C(=O)NCc3cccs3)nn12 | ? | .
C=CCNc1nc(NCCO)nc(N2CCCC2)n1 | i | -10
c1ccc(-n2nnnc2CN2CCOCC2)cc1 | -2% | -7
CCOc1ccc(N2C(=O)CC(N(O)c3ccccc3)C2=O)cc1 (stereo not drawn) | 11% | 3
O=C(c1cccc(C(F)(F)F)c1)N1CCN(C2CCCCC2)CC1 | 17% | 3
O=C(CCc1ccccc1)Nc1nnc(-c2cccs2)o1 | ? | .
CC(C)c1ccccc1NC(=O)COC(=O)CNC(=O)c1ccc(Br)cc1 | 19% | 6
COc1ccc(/C=C/C(=O)NCCCN2CCCCCC2)cc1 | ? | .
CCc1ccc(NC(=O)CSc2nnc(-c3ccccn3)n2C)cc1 | ? | .
O=C(O)CCSCC(=O)c1ccc2c(c1)OCCO2 | ? | .
Cc1c(OCC(=O)N[C@@H](Cc2ccccc2)C(=O)O)ccc2c1oc(=O)c1ccccc12 | 2% | 0
COc1ccc(S(=O)(=O)N2CCSC2C)cc1C (stereo not drawn) | ? | .
O=C(O)C1CC=CCC1C(=O)NCc1ccccc1 (stereo not drawn) | ? | .
COCCNC(C(=O)Nc1cc(Cl)cc(Cl)c1)c1ccccc1 (stereo not drawn) | ? | .
CCc1ccc(C2C(C#N)=C(N)SC(N)=C2C#N)cc1 | 5% | -22
COC1CCCN(C(=O)c2ccc(OC3CCN(CCc4ccccc4)CC3)cc2)C1 (stereo not drawn) | -15% | -8
O=C(O)CCNC(=S)Nc1cccc(F)c1 | ? | .
COc1ccc(N2CCN(c3cc(C)nc4ccc(OC)cc34)CC2)cc1 | ? | .
CCCNC(=O)Nc1ccsc1C(=O)OC | ? | .
O=C(Nc1ccc2c(c1)OCCO2)c1ccc(Br)s1 | 3% | 5
CCOC(=O)c1c(-c2ccco2)csc1NC(=O)COC(=O)c1cnc(C)cn1 | -16% | 11
OC(CNCc1ccc(F)cc1)(c1ccc(F)cc1)c1ccc(F)cc1 | ? | .
Cc1cc(C(=O)NNS(=O)(=O)c2cc(C(=O)O)ccc2Cl)c(C)n1-c1ccccc1 | ? | .
CCN(CC)C(=O)CSc1nnc(-c2cc(-c3ccc(Cl)cc3)nc3ccccc23)o1 | ? | .
CCN(CC(=O)NCc1ccc(Cl)cc1)C(=O)Cc1ccccc1[N+](=O)[O-] | ? | .
COc1ccc(CCNC(=O)C2CC3Cn4c(nc5cc(C)c(C)cc54)C3N2C)cc1 (stereo not drawn) | -5% | -1
Cc1cc(C)n(CC(O)Cn2c(C)c(C)c3ccccc32)n1 (stereo not drawn) | ? | .
CCSc1nc2ccccc2n1C(=O)/C=C/c1ccc(OC)c(OC)c1 | ? | .
O=C(O)c1cc(O)c2c(c1)C(=O)c1cccc(O)c1C2=O | 7% | 6
O=C(O)C1Cc2ccccc2CN1S(=O)(=O)c1ccc(Cl)cc1 (stereo not drawn) | ? | .
O=S(=O)(Nc1ccc(N2CCOCC2)cc1)c1ccccc1 | i | .
O=C(OCC(=O)N1c2ccccc2Sc2ccccc21)c1cccnc1 | ? | .
CCCCCC(=O)Oc1cccc(N2C(=O)C3CCCCC3C2=O)c1 (stereo not drawn) | -2% | -10

Part of the list above in order of molar mass, rising:
SMILES | Lipid storage S3 | Lipid storage S3 cell count max
CCCNC(=O)Nc1ccsc1C(=O)OC | ? | .
c1ccc(-n2nnnc2CN2CCOCC2)cc1 | -2% | -7
O=C(O)c1cc(O)c2c(c1)C(=O)c1cccc(O)c1C2=O | 7% | 6
COc1ccc(/C=C/C(=O)NCCCN2CCCCCC2)cc1 | ? | .
O=S(=O)(Nc1ccc(N2CCOCC2)cc1)c1ccccc1 | i | .
CCOc1ccc(N2C(=O)CC(N(O)c3ccccc3)C2=O)cc1 (stereo not drawn) | 11% | 3
O=C(c1cccc(C(F)(F)F)c1)N1CCN(C2CCCCC2)CC1 | 17% | 3
O=C(OCC(=O)N1c2ccccc2Sc2ccccc21)c1cccnc1 | ? | .
COc1ccc(N2CCN(c3cc(C)nc4ccc(OC)cc34)CC2)cc1 | ? | .
CCSc1nc2ccccc2n1C(=O)/C=C/c1ccc(OC)c(OC)c1 | ? | .
Cc1cc(C(=O)NNS(=O)(=O)c2cc(C(=O)O)ccc2Cl)c(C)n1-c1ccccc1 | ? | .
CCN(CC)C(=O)CSc1nnc(-c2cc(-c3ccc(Cl)cc3)nc3ccccc23)o1 | ? | .
COc1ccc(Cl)cc1N(CC(=O)NCC(C)C)S(=O)(=O)c1ccc(C)c([N+](=O)[O-])c1 | ? | .
O=C(O)CCCN1C(=O)C2C3CC(C2C1=O)C1C(c2ccccc2)c2sc(=O)[nH]c2SC31 (stereo not drawn) | -3% | 9
C/C(=N/NC(=O)CN1CCN(S(=O)(=O)c2ccc(Br)cc2)CC1)c1ccncc1 | 14% | 1

(more compounds)
SMILES | Lipid storage S3 | Lipid storage S3 cell count max
CCOP(=O)(c1ccc(N(C)C)cc1)C(O)c1cccnc1 (stereo not drawn) | ? | .
O=C(O)CCCCCNC(=O)c1cccc(Br)c1 | ? | .
O=C1C=C(N2CCN(C(=O)c3ccccc3)CC2)C2(CCCCC2)O1 | -1% | 13
CC(=O)N=c1c(C#N)cc2c(=O)n3ccccc3nc2n1Cc1ccccc1 | -24% | 2
Cc1cccn2c(=O)c3cc(C(=O)NC4CCCC4)sc3nc12 | ? | .
CCc1ccc(C(=O)C[n+]2cccc3cc(OC)ccc32)cc1 | ? | .
COc1ccc(CC(=O)Nc2ccc(/C(C)=N/NC(=O)c3ccc(OC)cc3OC)cc2)cc1 | ? | .
O=C(Nc1cccc2ccccc12)NC1CCCCC1 | ? | .
COC(=O)c1cc(Cl)c(NC(=O)Cc2ccccc2)cc1OC | ? | .
COc1ccc(Cc2nnc(SCC(=O)N3CCCC3)o2)cc1 | 12% | 2
O=S(=O)(c1ccc(Cl)s1)N1CCN(c2ncccn2)CC1 | 3% | 13
CN(c1ccc(C(=O)NCc2ccccc2)cc1)S(C)(=O)=O | 18% | 0
Cc1ccc(-c2nn3c(C)nnc3c3ccccc23)cc1S(=O)(=O)NCc1ccco1 | ? | .
Cc1cccc(NS(=O)(=O)c2ccc(Cl)cc2)n1 | i | 8
O=C(Nc1cccc(Cl)c1)c1cc(S(=O)(=O)NCCc2ccc(Cl)cc2)ccc1F | ? | .
CCN(CC)c1ncnc2c1ncn2Cc1c(Cl)cccc1Cl | 11% | -9
Cc1noc(C)c1COc1ccc(C(=O)N2CCN(S(=O)(=O)c3ccccc3)CC2)cc1 | ? | .
COc1ccc(C(=O)OCC(=O)NC2CCCCCC2)c(OC)c1 | ? | .
CS(=O)(=O)N(CC(=O)N1CCN(Cc2ccccc2)CC1)c1cccc(Cl)c1 | 5% | 10
Cc1nn(-c2ccccc2)c2sc(C(=O)N3CCc4ccccc4C3)cc12 | 0% | -14
CC(C)(C)C(=O)Nc1cccc(S(=O)(=O)NC2=NCCC2)c1 | ? | .
Cc1ccc(C2CC(c3cccc(C)c3)n3nc(N)nc3N2)cc1 (stereo not drawn) | ? | .
O=C(CCc1c[nH]c2ccccc12)NCC1CCCO1 (stereo not drawn) | ? | .
CC1CCc2sc(C(=O)NNC(=O)c3ccncc3)cc2C1 (stereo not drawn) | ? | .
c1ccc(C[n+]2cccc(-c3ccccc3)c2)cc1 | -1% | 11
NS(=O)(=O)c1ccc(CCNC(=O)c2ccc3c(c2)OCO3)cc1 | 23µM* | 21*
Cn1c(=O)[nH]c(=O)c2c1nc(N1CCCCC1)n2CC(O)CN1CCCCC1 (stereo not drawn) | 5% | -2
Cc1ccc(C)n1NC(=O)c1ccccc1 | -8% | 2
COc1ccc(C)cc1NC(=O)C(c1ccccc1)N1CCN(CC(=O)N2CCOCC2)CC1 (stereo not drawn) | ? | .
COC(=O)c1ccc(S(=O)(=O)NCc2ccccc2)n1C | 6% | -8
O=C(O)CNS(=O)(=O)c1c(Cl)cccc1Cl | -20% | -6
CC(=O)c1cc(F)c(N2CCN(C(=O)COc3ccc(F)cc3)CC2)cc1C | -8% | -11
C=CCn1c(OCc2ccccc2)n[nH]c1=S | 12% | 7
CCOC(=O)c1c(-c2ccccc2)csc1NC(=O)C(C)NCc1ccco1 (stereo not drawn) | -5% | -13
O=C1C2C3C=CC(C4CC34)C2C(=O)N1/N=C/c1ccc([N+](=O)[O-])o1 (stereo not drawn) | -20% | -19
Cn1c(/C=N/NC(=O)c2ccccc2Br)nc2ccccc21 | 8% | -5
N=C1C(c2ccccc2)=C(O)CN1c1cccc(S(=O)(=O)N2CCCCC2)c1 | ? | .
CCOC(=O)C1CCN(C(=O)C2CCN(c3nnc(-n4cccc4)s3)CC2)CC1 | ? | .
O=c1c2ccccc2nc(/C=C/c2ccc3c(c2)OCO3)n1CCCO | 0% | 1
CCN1C(=O)C2C(c3cccc(F)c3)NC(C)(C(=O)OC)C2C1=O (stereo not drawn) | ? | .
C=CCn1c(SCC(=O)Nc2ccc(F)cc2)nc2ccccc2c1=O | i | -13
O=Cc1ccc(OCc2ccccn2)cc1 | 4% | 0
COc1ccc(Cl)cc1CN1CCN(c2nc(C)cc(C)c2C#N)CC1 | ? | .
Cc1cc(O)cc(C)c1NS(=O)(=O)c1ccc2ccccc2c1 | -7% | 9
CC(C)c1nnc(NC(=O)CCC(=O)Nc2ccccc2)s1 | 0% | 17
COc1cc(NC(=O)CN2CCC(C)CC2)c(C)cc1[N+](=O)[O-] | 9% | 11
O=C(OCCN1CCOCC1)c1ccccc1 | ? | .
Cc1ccc2nc(-c3ccc(NS(=O)(=O)c4c(C)n(C)c(=O)n(C)c4=O)cc3)sc2c1 | ? | .
COc1ccc(CNC(=O)CN2C(=O)C3CCCN3c3ncc(Cl)cc32)cc1 (stereo not drawn) | ? | .
COc1ccc(CCNC(=S)NC(=O)c2cccc(Cl)c2)cc1OC | 13% | 6

(listing goes on)
SMILES | Lipid storage S3 | Lipid storage S3 cell count max
CCCc1c(O)nc(SCc2ccccc2)[nH]c1=O | ? | .
CC(c1ccccc1)N1C(=O)/C(=C/c2ccncc2)SC1=S (stereo not drawn) | ? | .
CC(C)CCNC(=O)CN1C(=O)NC(c2ccccc2)(c2ccccc2)C1=O | -25% | .
Cc1ccc(NC(=O)C2CCN(C(=O)c3cccs3)CC2)cc1 | ? | .
CC(=O)c1cc(C#N)c(N2CC(C)OC(C)C2)nc1C (stereo not drawn) | ? | .
O=C(N=Nc1c(O)[nH]c2ccccc12)c1cc(-c2cccs2)[nH]n1 | -15% | -16
COc1cc(CN2CCCC(CO)(Cc3ccccc3)C2)ccc1O (stereo not drawn) | ? | .
Cc1cc(-c2nnc(SCC(=O)Nc3ccccn3)o2)no1 | -10% | -14
O=C(c1ccc(Br)s1)N1CCN(c2ccccn2)CC1 | -21% | 0
Cc1onc(-c2ccccc2)c1CNC(=O)Nc1ccc(C(F)(F)F)cc1 | -2% | 8
CCC(C)C(NC(=O)c1ccccc1NC(=O)c1ccccc1)C(=O)O (stereo not drawn) | ? | .
Cc1ccsc1C1C2=C(CCCC2=O)Nc2ncnn21 (stereo not drawn) | i | .
Cc1ccc(NS(=O)(=O)c2ccc(C(=O)N3CCCCCCC3)cc2)cc1 | ? | .
Cc1ccc(C(=O)c2c3ccccc3[n+]([O-])n2CCC(N)=O)cc1 | ? | .
Cc1ccc(NC2(C(F)(F)F)N=C(c3ccccc3)NC2=O)nc1 (stereo not drawn) | ? | .
O=C(O)CP(=O)(c1ccccc1)c1ccccc1 | ? | .
COc1ccc(CCNC(=O)c2cnccn2)cc1 | ? | .
O=C(Nc1nnc(-c2ccco2)o1)c1cccc2ccccc12 | -12% | -7
COC(=O)C1=C(C(=O)OC)[C@@H]2N(Cc3ccccc3)c3ccccc3[C@@]23C[C@@H](CO)N(C(=O)NC2CCCC2)C3=N1 | ? | .
c1ccc(-n2nnnc2Oc2cccc3cccnc23)cc1 | i | .
COc1ccccc1CNC(=O)c1ccc(NS(=O)(=O)c2cccs2)cc1 | i | .
COc1ccccc1NC(=O)COC(=O)c1cc(C)nc2ccccc12 | ? | .
COc1ccc(NC(=S)N2CCN(S(=O)(=O)c3ccccc3)CC2)cc1 | ? | .
CCOC(=O)c1nn(-c2ccccc2)c(=O)cc1SC(C)CC (stereo not drawn) | ? | .
CCc1ccc(/C=C2/SC(=S)N(CCCC(=O)Nc3ccccc3C(=O)O)C2=O)cc1 | ? | .
COc1ccc(CC(=O)OCc2cc3cccc(C)c3[nH]c2=O)cc1 | -1% | .
NC(N)=NC(N)=Nc1cccc2ccccc12 | ? | .
